E-selectin induc: E-selectin induction in HUVECs, primary screen, imaging, HUVEC, immunofluorescence imaging, single point | P16581 | activation, % at 7.58 µM | 260,000 tested, 0.37% active | normalized: neutral wells 0, TNF-alpha wells 100;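 active means mean E-selectin-positive cell signal at least 10% of the positive control, reached in at least 60% of replicates, without over 20% cell loss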;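 further: in these data hits start at about 27%; measured in HUVEC primary endothelial cells; signal is the percent of cells scored E-selectin positive by PE staining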
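Assay system: HUVEC, human umbilical vein endothelial cells / Amount: 3,000 HUVEC/well / Controls: TNF-alpha positive control, DMSO neutral control / Compound dosing: single concentration / Medium: EGM-2 over gelatin coat / Evaluation: percent E-selectin-positive cells / Signal: immunofluorescence imaging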
RAD52 inh: RAD52 DNA annealing inhibitors, primary screen, biochemical, FRET, single point, set 2; recombinant RAD52 DNA annealing, FRET fluorescence; inhibition, % at 18.7 µM; 360,000 tested, 0.46% active; DNA repair protein RAD52 homolog (Homo sapiens), P43351;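 active means every replicate showing at least 50% inhibition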
ERAP1 HTS inh: human ERAP1 aminopeptidase inhibitors, primary screen, biochemical, single point, plate reader; 340,000 tested, 0.15% active; AID 652197, 2013; recombinant ERAP1, Leu-AMC fluorescence, 60 min; inhibition, % at 10.7 µM;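 active means mean replicate inhibition of at least 30%, or all replicates individually reaching that 30% level; inactive means mean below 30% and not every replicate reaching it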;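 further: 0% = neutral control wells and 100% = L-leucinethiol positive control wells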
Target sequence (Q9NZ08 whole entry, looked up): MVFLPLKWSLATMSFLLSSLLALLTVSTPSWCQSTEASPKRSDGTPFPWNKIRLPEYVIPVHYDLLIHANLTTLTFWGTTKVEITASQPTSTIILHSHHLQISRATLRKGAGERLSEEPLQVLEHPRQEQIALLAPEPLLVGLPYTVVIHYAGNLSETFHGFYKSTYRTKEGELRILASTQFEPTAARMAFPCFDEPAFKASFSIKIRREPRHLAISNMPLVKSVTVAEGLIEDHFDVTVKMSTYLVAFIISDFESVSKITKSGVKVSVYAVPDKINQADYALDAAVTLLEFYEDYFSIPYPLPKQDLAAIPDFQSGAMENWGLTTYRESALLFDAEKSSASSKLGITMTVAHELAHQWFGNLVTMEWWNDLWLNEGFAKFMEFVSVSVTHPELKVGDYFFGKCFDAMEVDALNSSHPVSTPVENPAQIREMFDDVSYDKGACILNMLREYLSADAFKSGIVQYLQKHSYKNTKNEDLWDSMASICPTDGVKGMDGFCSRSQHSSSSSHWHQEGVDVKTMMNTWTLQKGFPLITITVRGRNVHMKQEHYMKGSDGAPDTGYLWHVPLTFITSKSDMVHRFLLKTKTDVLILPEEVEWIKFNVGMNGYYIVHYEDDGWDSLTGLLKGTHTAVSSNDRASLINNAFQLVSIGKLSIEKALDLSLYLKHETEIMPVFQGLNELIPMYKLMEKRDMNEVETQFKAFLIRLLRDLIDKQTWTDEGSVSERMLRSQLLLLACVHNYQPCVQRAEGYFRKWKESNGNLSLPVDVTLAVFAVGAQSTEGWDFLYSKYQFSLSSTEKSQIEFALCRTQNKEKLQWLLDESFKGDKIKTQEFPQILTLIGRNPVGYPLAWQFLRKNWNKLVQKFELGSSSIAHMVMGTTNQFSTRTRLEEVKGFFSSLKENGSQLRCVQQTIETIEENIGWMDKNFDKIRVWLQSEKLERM
Xi reactivation: activators of inactive X chromosome reactivation, primary screen, imaging, XiGFP fibroblasts, GFP high-content imaging, set 2 | XiGFP mouse fibroblasts, % GFP-positive cells imaging, 3 d; cells co-treated with 5-aza-dC sensitizer; scaled so ellipticine positive control = 100% | activation, % at 7.58 µM | 360,000 tested, 0.055% active;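 active means mean normalized replicate activation at least 10% and every replicate at or above 10%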;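 further: 0% = median of on-plate neutral control wells and 100% = ellipticine 6 µM median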
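System: 68-5-11 XiGFP fibroblast line; Timing: 3 days compound exposure; Compound dosing: one concentration, pinned; Benchmarks: positive control ellipticine, 6 µM final; Buffer or medium: DMEM containing 5-aza-dC.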
RAD54 branch: inhibitors of human RAD54 branch migration, primary screen, biochemical, fluorescence, single point; DNA repair and recombination protein RAD54-like (Homo sapiens), Q92698; RAD54 Holliday junction branch migration, FAM/BHQ fluorescence; inhibition, % at 10.4 µM; 360,000 tested, 0.14% active; AID 602329, 2012;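 active means mean normalized replicate activity at least 40 and at least half of replicates scoring 40 or more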;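 further: 0% = median of neutral control wells and 100% = median of positive control wells; inhibitors cause a drop in the FAM fluorescence signal; in these data hits start at about 50%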
S100A4 inh HTS: inhibitors of S100A4-myosin IIA peptide binding, primary screen, biochemical, fluorescence polarization, TAMRA-MyoIIA peptide; 360,000 tested, 0.14% active; Protein S100-A4 (Homo sapiens), P26447; AID 652163, 2013; inhibition, % at 10.7 µM;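 active means mean inhibition of at least 70% across replicates, with every replicate also reaching that level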
Target sequence (P26447 whole entry, looked up): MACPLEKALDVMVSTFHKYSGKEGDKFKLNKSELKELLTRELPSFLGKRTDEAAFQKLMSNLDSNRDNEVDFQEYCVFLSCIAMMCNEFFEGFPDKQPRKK
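assay system = human S100A4 monomer with TAMRA-labelled myosin IIA peptide | also added = labelled myosin peptide probe, 5 nM | incubation = 5 min between mix addition and reading | control set = DMSO and TFP controls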
esBAF inh: Bmi1 luciferase reporter increase in mESCs, primary screen, esBAF inhibitor project, mouse ES cells, Bmi1 luciferase knock-in, single point | 24 h; 100% = twice the neutral-well signal | reporter increase, % at 12.5 µM | 350,000 tested, 2% active; in the data active means activation above about 40%;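 further: 0% = median of the plate's neutral control wells and 100% = double that signal; a rise in the Bmi1 reporter signal indicates esBAF inhibition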
ERp5 block: inhibitors of ERp5-driven insulin aggregation, primary screen, biochemical, turbidity, absorbance 650 nm, single point | Protein disulfide-isomerase A6 (Homo sapiens), Q15084 | 90 min | 350,000 tested, 0.05% active | inhibition, % at 9.99 µM | AID 651711, 2012;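 active means mean replicate inhibition above about 25%, with every replicate also reaching it, limit read from the data, passing the limit was not always enough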
* marks the source's active call; other numbers are inactive results; · = not tested or not shown.

Below each compound: E-selectin induc	RAD52 inh	ERAP1 HTS inh	Xi reactivation	RAD54 branch	S100A4 inh HTS	esBAF inh	ERp5 block
> CO[C@@H]1CN(C)C(=O)c2cc(NC(=O)CN(C)C)ccc2OC[C@@H](C)N(Cc2ccccc2F)C[C@H]1C
→ 0.1	6	·	0.0	-1	-10	-1	-5
> C[C@@H]1CN([C@H](C)CO)C(=O)c2ccccc2-c2ccccc2CO[C@@H]1CN(C)Cc1ccccc1C(F)(F)F
→ 0.1	11	-3	0.7	·	4	·	10
> CCOc1ccc(-c2cc(C(=O)N3CCC(C)CC3)c3ccccc3n2)cc1
→ ·	-1	-1	0.0	0	19	33	-3
> Cc1oc2c(C)c3oc(=O)c(CCC(=O)N4C[C@H]5C[C@@H](C4)c4cccc(=O)n4C5)c(C)c3cc2c1C
→ ·	7	9	·	-4	-2	18	-1
> Cc1cccc(CNC(=O)Cn2ccc3cc(S(=O)(=O)N4CCCCCC4)ccc32)c1
→ ·	2	2	0.1	-4	-2	7	9
> CN(C[C@H]1[C@H](c2ccccc2)[C@@H](CO)N1C(=O)C1CCC1)C(=O)c1ccccn1
→ 0.4	-5	-1	0.1	-4	8	-4	0
> Cn1c2ccccc2c(=O)c2ccc(Cl)cc21
→ -0.5	2	-20	0.0	7	0	31	-8
> Cc1noc(C)c1NC(=O)N(C)C[C@H]1Oc2ccc(NS(=O)(=O)c3cccs3)cc2CC(=O)N([C@H](C)CO)C[C@H]1C
→ -11	·	·	-0.5	-2	·	-5	·
> O=C(NCCN1CCc2ccccc2C1)C1CCN(S(=O)(=O)N2CCCCC2)CC1
→ ·	8	9	·	1	12	-9	2
> O=C(NCCS(=O)(=O)N1CCCCCC1)c1ccccc1
→ ·	-1	3	0.3	-1	2	4	1
> CNC[C@@H]1OCCCC[C@@H](C)Oc2ccc(NS(=O)(=O)c3ccc(F)cc3)cc2C(=O)N([C@H](C)CO)C[C@H]1C
→ 0.0	-29	1	0.1	3	-8	-5	1
> NCCSC1CC(=O)N(c2ccc(F)cc2)C1=O (configuration not stated)
→ ·	-19	0	-0.1	-3	-2	2	3
> CCCNC(=O)N1CC2(C1)CN(Cc1ccccn1)[C@H](CO)c1c2c2ccc(OC)cc2n1C
→ 0.0	-43	6	0.4	·	-9	·	-2
> COc1ccccc1-c1ccc2c(c1)O[C@@H](CN(C)C(=O)Nc1ccccc1)[C@H](C)CN([C@@H](C)CO)S2(=O)=O
→ 0.1	2	-2	-0.3	2	10	-3	-1
> O=C(CN(C(=O)CNC(=O)c1ccco1)c1ccc2c(c1)OCCO2)NC1CCCCC1
→ ·	-20	-4	0.0	·	-4	·	-7
> C[C@@H]1CCCCO[C@H](CN(C)C(=O)C2CCCCC2)[C@H](C)CN([C@H](C)CO)C(=O)c2cc(NS(C)(=O)=O)ccc2O1
→ 0.3	9	-1	0.0	-1	9	-4	5
> CCc1ccc(C(=O)NNC(=O)C2CSC3(C)CCC(=O)N23)cc1 (configuration not stated)
→ ·	-11	-8	0.3	-8	1	2	-24
> COc1ccc(-c2cn[nH]c2-c2ccc(OC)cc2O)cc1
→ ·	-7	2	0.1	·	-3	·	1
> O=C(O)Cn1c(=S)sc2ccccc21
→ -0.2	-12	-6	0.0	·	4	-9	5
> CC1CCC(NC(=O)COC(=O)c2ccco2)CC1 (configuration not stated)
→ 0.4	-17	-3	0.3	-2	-2	-3	1
> CCC(=O)N1CC2(CCN(Cc3ccc(F)cc3)CC2)c2c(n(C)c3cc(OC)ccc23)[C@H]1CO
→ 0.5	19	-4	0.0	·	0	·	9
> C/C=C/c1cnc2c(c1)C(=O)N([C@H](C)CO)C[C@@H](C)[C@H](CN(C)Cc1ccc(F)cc1)O2
→ 0.9	5	5	0.7	6	1	-3	-4
> O=C1CN(S(=O)(=O)Cc2ccccc2)C[C@@H]2[C@@H](c3ccc(C#Cc4ccc(F)cc4)cc3)[C@H](CO)N12
→ -0.7	-1	-3	0.0	·	-14	·	3
> O=C(Nc1ccc(N2CCN(C(=O)c3ccco3)CC2)cc1)c1cc(Br)ccc1Cl
→ 0.2	-21	-1	0.0	-6	4	-4	8
> COc1ccc(C(=O)OCC(=O)N2CCC(C)CC2)cc1S(=O)(=O)N1CCOCC1
→ 0.0	-6	-3	0.1	-4	0	2	2
> COc1ccccc1CNC(=O)C[C@@H]1C=C[C@H](NC(=O)CN(C)C)[C@H](CO)O1
→ -0.4	-8	1	0.1	1	15	-2	-2
> O=C(Nc1ccc(C(=O)Oc2ccccc2)c(O)c1)c1ccccc1
→ ·	-22	8	0.0	·	-11	·	-1
> O=C(CCNC(=O)C1CCN(S(=O)(=O)c2ccccc2)CC1)NCCc1cccc(F)c1
→ ·	-15	-2	-0.1	8	-6	-3	8
> COc1ccccc1-n1cccc1C=O
→ ·	6	0	0.1	·	-4	·	8
> COc1ccccc1/C=C1/C(=O)N(c2cc(C)cc(C)c2)C(c2cccc([N+](=O)[O-])c2)S1(=O)=O (configuration not stated)
→ -0.3	·	·	0.2	3	·	0	·

Some of these compounds in order of length of the SMILES, falling:
Below each compound: E-selectin induc	RAD52 inh	ERAP1 HTS inh	Xi reactivation	RAD54 branch	S100A4 inh HTS	esBAF inh	ERp5 block
> C[C@@H]1CCCCO[C@H](CN(C)C(=O)C2CCCCC2)[C@H](C)CN([C@H](C)CO)C(=O)c2cc(NS(C)(=O)=O)ccc2O1
→ 0.3	9	-1	0.0	-1	9	-4	5
> C[C@@H]1CN([C@H](C)CO)C(=O)c2ccccc2-c2ccccc2CO[C@@H]1CN(C)Cc1ccccc1C(F)(F)F
→ 0.1	11	-3	0.7	·	4	·	10
> CO[C@@H]1CN(C)C(=O)c2cc(NC(=O)CN(C)C)ccc2OC[C@@H](C)N(Cc2ccccc2F)C[C@H]1C
→ 0.1	6	·	0.0	-1	-10	-1	-5
> CN(C[C@H]1[C@H](c2ccccc2)[C@@H](CO)N1C(=O)C1CCC1)C(=O)c1ccccn1
→ 0.4	-5	-1	0.1	-4	8	-4	0
> O=C(CCNC(=O)C1CCN(S(=O)(=O)c2ccccc2)CC1)NCCc1cccc(F)c1
→ ·	-15	-2	-0.1	8	-6	-3	8
> O=C(CN(C(=O)CNC(=O)c1ccco1)c1ccc2c(c1)OCCO2)NC1CCCCC1
→ ·	-20	-4	0.0	·	-4	·	-7
> CCc1ccc(C(=O)NNC(=O)C2CSC3(C)CCC(=O)N23)cc1 (configuration not stated)
→ ·	-11	-8	0.3	-8	1	2	-24
> COc1ccc(-c2cn[nH]c2-c2ccc(OC)cc2O)cc1
→ ·	-7	2	0.1	·	-3	·	1
> Cn1c2ccccc2c(=O)c2ccc(Cl)cc21
→ -0.5	2	-20	0.0	7	0	31	-8
> COc1ccccc1-n1cccc1C=O
→ ·	6	0	0.1	·	-4	·	8

Additional records follow:
Below each compound: E-selectin induc	RAD52 inh	ERAP1 HTS inh	Xi reactivation	RAD54 branch	S100A4 inh HTS	esBAF inh	ERp5 block
> CCn1nc(C(=O)NNC(=O)c2ccccc2OCc2c(C)noc2C)c2ccccc2c1=O
→ -0.8	-8	2	-0.1	3	-9	2	-17
> CCCNC(=O)[C@H]1[C@H](CO)[C@H]2Cn3c(cccc3=O)[C@@H]1N2S(=O)(=O)c1ccccc1C
→ -0.1	-1	0	0.0	6	-7	1	-4
> Cc1ccc(NC(=O)CCCC(=O)OC(C)C(=O)c2ccccc2)cc1 (configuration not stated)
→ ·	-7	2	0.0	10	-3	2	-1
> COc1ccccc1Nc1nc(NCCO)nc(N)c1[N+](=O)[O-]
→ 0.2	-13	1	0.3	15	2	·	5
> COC(=O)[C@H]1[C@H](CO)[C@H]2Cn3c(ccc(-c4ccccc4F)c3=O)[C@H]2N1C(=O)c1cnccn1
→ -0.3	-11	-1	0.1	3	0	-2	5
> Cc1ccc(Cc2c(C)nc3nc(SCC(=O)NCCCN4CCCCCC4)nn3c2C)cc1
→ 2.4	32	4	0.2	·	0	·	-4
> O=C(C[C@H]1CC[C@@H]2[C@H](COC[C@@H](O)CN2Cc2ccncc2)O1)NCc1ccncc1
→ 0.0	4	-1	0.0	2	7	-1	-1
> O=C(CCSCCC(=O)Nc1c(F)c(F)c(F)c(F)c1F)Nc1c(F)c(F)c(F)c(F)c1F
→ -0.9	-14	3	0.0	·	2	·	5
> CCCc1cc(C(=O)Nc2ccc(C)cc2)no1
→ ·	-9	-4	0.0	-4	-4	73*	-4
> Cc1cccc(NC(=O)CCNS(=O)(=O)c2ccc3[nH]c(=O)oc3c2)c1
→ ·	-10	3	0.1	9	1	3	-2
> Cc1oc(-c2ccccc2Cl)nc1CS(=O)CC(=O)N1CCN(c2ccccc2)CC1 (configuration not stated)
→ -0.1	-10	2	1.5	·	3	3	1
> COc1ccc(N(C)C(=O)Nc2ccc3nsnc3c2)cc1
→ ·	-28	0	0.1	-7	-4	8	-2
> CCn1c(SCc2ccc(F)cc2)nc2c(c1=O)SCC2
→ 3.5	-35	2	0.2	·	-4	·	-3
> O=C(c1ccncc1)N1CC[C@@H]2[C@@H](CO)Nc3ccc(-c4ccccc4)cc3[C@@H]21
→ 0.6	-5	0	0.3	5	9	0	1
> CCC(=O)N[C@@H]1CC[C@@H](CC(=O)NCc2ccccc2OC)O[C@H]1CO
→ 1.0	-1	3	1.0	0	1	-2	2
> COc1ccccc1N1CC(C(=O)Nc2nc(C)cs2)CC1=O (configuration not stated)
→ 0.1	-14	0	0.0	0	-3	5	0
> CCCN(C)C[C@@H]1Oc2cc(-c3ccc(OC)cc3)ccc2S(=O)(=O)N([C@@H](C)CO)C[C@@H]1C
→ -0.1	-22	-2	0.0	3	-2	-8	1
> Cc1c(Nc2c3ccccc3nc3ccccc23)c(=O)n(-c2ccccc2)n1C
→ 1.1	10	-36	0.0	·	1	3	1
> CN(C)CCCNC(=O)C[C@@H]1C=C[C@H](NC(=O)c2ccccc2F)[C@@H](CO)O1
→ -0.3	10	4	-0.2	-2	10	-5	-3
> Cn1c(N)c(C(=O)Nc2c(Cl)cccc2Cl)sc1=S
→ ·	1	·	0.0	·	-3	·	-4
> CCCC(=O)NC(=S)Nc1cccc(NC(=O)c2ccccc2)c1
→ ·	-5	4	0.0	·	-3	·	-5
> Cc1ccc(Cl)cc1NC(=O)COC(=O)Cn1cnc2c1c(=O)n(C)c(=O)n2C
→ 2.5	-10	1	0.0	10	-5	-2	3
> CCOC(=O)C1=NN(c2ccc(C)cc2)CC1C(=O)OC (configuration not stated)
→ ·	-4	13	-0.1	-4	-4	·	-1
> C[C@@H]1CCCCO[C@@H](CN(C)CC2CCCCC2)[C@H](C)CN([C@H](C)CO)C(=O)c2cc(NC(=O)c3ccncc3)ccc2O1
→ 0.0	3	0	-0.1	5	2	6	1
> O=C(CNC(=O)c1ccc(Cl)cc1)OCC(=O)N1CCCC1
→ 1.5	2	0	0.0	·	0	·	6
> CC1Cc2ccccc2N1CC(=O)NC(=O)NC1CCCC1 (configuration not stated)
→ -0.1	-23	0	0.2	·	2	·	2

Outcome played no part in choosing rows; 2.5% or so of the library scored in one or more.
